Giardia killer: Giardia lamblia killing. Giardia lamblia trophozoite viability. 340,000 tested, 0.15% active. AID 540267. activity change, % at 7.66 µM, hits read low; in the data active = activity change below about -80%; inconclusive = between about -30% and that limit;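 also: parasites exposed to compound for two days anaerobically before the ATP read; % is scaled to controls: 0 for no effect and ±100 for the full control effect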
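Luminescence from cellular ATP indicates surviving trophozoites (100 cells/well) following 48 hrs anaerobic compound treatment at 37 deg C; signal develops 15-30 min at room temperature.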
KCNH2 3.1 block: blocks the human KCNH2 3.1 channel isoform. U2OS KCNH2 3.1, thallium flux FluxOr; hits give low values. activity change, % (tested at about 1.8 µM). 340,000 tested, 0.95% active;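 active = maximum activity change below -70%; inconclusive = maximum activity change from -70% to -50%; inactive = maximum activity change above -50%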;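 also: thallium influx rate constant from kinetic fluorescence after stimulation buffer; % is scaled to controls: 0 for no effect and ±100 for the full control effect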
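Measured as rate of thallium-driven FluxOr signal in transduced U2OS cells carrying the 3.1 channel, read kinetically for 2 min upon stimulation; values are rate constants scaled to DMSO control wells.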
GALK inhibitor: galactokinase (human) inhibition; P51570; 270,000 tested, 0.007% active; Potency, µM (top dose mostly 57.5 µM), inactives show at the highest dose activity change, negative = inhibition, usual class: inhibitors; Purified GALK, Kinase-Glo residual ATP luminescence; also: potency is read from the fitted curve at half-maximal effect; % is scaled to controls: 0 for no effect and ±100 for the full control effect
Target sequence (P51570 whole entry, looked up): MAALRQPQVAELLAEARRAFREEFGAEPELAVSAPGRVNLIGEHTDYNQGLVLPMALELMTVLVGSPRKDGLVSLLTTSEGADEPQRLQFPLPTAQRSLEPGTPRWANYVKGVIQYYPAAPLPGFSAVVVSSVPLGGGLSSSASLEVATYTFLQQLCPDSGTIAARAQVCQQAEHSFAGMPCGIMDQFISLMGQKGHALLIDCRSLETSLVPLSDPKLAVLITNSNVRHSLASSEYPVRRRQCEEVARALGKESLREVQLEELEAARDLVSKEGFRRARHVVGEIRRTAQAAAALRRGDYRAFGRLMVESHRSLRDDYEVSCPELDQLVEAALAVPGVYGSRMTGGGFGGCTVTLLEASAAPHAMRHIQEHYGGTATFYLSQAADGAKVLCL
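Human GALK (5 nM) with 35 uM ATP and 100 uM galactose in 20 mM HEPES pH 8.0, 5 mM MgCl2, 60 mM NaCl, 1 mM DTT, 0.01% BSA. After 1 h at room temperature, leftover ATP was read by Kinase-Glo Plus luminescence.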
hERG WT inh: inhibitors of human wildtype KCNH2 potassium channel; Q12809; U2OS, BacMam KCNH2, thallium flux FluxOr; hits give low values; activity change, % at 1.84 µM; 340,000 tested, 0.37% active;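 active = maximum activity change below -70%; inconclusive = maximum activity change between -70% and -50%; inactive = maximum activity change above -50%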; also: % is scaled to controls: 0 for no effect and ±100 for the full control effect
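U2OS cells transduced with wild-type KCNH2 virus are loaded with FluxOr dye for 45 min, and thallium flux is measured in kinetic reads before and after stimulation buffer. Rate constants are normalized to DMSO controls.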
TRPV1 ag: agonists of human vanilloid receptor 1 (TRPV1) | TRPV1-expressing cells, Fluo-8 calcium influx, agonist mode | AID 540275 | Q8NER1 | 320,000 tested, 0.19% active | activation, % at 8.33 µM; in the data active = activation above about 80%; inconclusive = between about 30% and that limit; also: 0% is about no effect
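Fluo-8 calcium influx in TRPV1-expressing cells, kinetic read (ex 480/em 520 nm). Compound added and read 3 min for agonist activity, followed by capsaicin at EC20 final and 2 min further read for enhancement.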
USP2a block: USP2a (human) protease inhibition | O75604 | USP2 core, Ub-CHOP2 coupled fluorogenic reporter, 485/531 | Potency, µM (highest dose often 38.3 µM), for inactives: at the top dose activity change, negative = inhibition, actives largely listed as inhibitors | 330,000 tested, 0.01% active | AID 463254;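 also: potency is read from the fitted curve at half-maximal effect; plate controls were DMSO wells for no effect and full inhibition by NEM control for full effect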
Target sequence (O75604 whole entry, looked up): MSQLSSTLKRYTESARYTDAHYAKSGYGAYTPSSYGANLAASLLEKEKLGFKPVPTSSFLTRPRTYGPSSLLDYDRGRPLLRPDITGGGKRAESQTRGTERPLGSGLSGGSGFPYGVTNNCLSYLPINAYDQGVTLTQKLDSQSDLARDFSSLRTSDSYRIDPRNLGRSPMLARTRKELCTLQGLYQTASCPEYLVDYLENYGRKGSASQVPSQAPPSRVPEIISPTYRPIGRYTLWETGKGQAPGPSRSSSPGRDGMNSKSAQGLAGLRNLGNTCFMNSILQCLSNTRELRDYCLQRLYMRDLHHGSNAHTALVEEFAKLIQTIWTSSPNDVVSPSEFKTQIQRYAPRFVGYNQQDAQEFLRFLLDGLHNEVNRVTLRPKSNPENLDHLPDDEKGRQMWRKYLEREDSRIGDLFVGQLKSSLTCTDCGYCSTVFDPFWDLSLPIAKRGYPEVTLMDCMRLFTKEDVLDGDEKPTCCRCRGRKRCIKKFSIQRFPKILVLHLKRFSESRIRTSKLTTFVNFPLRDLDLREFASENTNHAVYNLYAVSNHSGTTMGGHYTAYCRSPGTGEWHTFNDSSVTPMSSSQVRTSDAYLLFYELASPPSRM
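Cell-free coupled assay: 10nM USP2 core preincubated 30min RT with compound in Tris-HCl pH 8.0/CaCl2/CHAPS buffer, then 25nM Ub-CHOP2 and 25nM reporter substrate; fluorescence (Ex 485/Em 531) read after 60min RT, normalized to NEM inhibition, concentration-response curves fitted.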
B2AR arrestin: beta2AR (human) beta-arrestin recruitment activity. beta-arrestin recruitment to beta2AR, cell-based reporter. AID 492947. 330,000 tested, 0.02% active. Potency, µM (top dose mostly 46.1 µM), for the others: at the highest dose activation, hits mostly activators;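 also: potency is read from the fitted curve at half-maximal effect; 0% = DMSO controls and full agonism = EC100 isoproterenol or metaproterenol; nearly all actives have a fitted effect of over 65% in size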
PKM2 act: activators of human pyruvate kinase M2 | Potency, µM (titrated, usually from 57.5 µM), without a hit: top-dose activation, most hits filed as activators | purified PKM2, Kinase-Glo ATP luminescence, activation; response scale: 0% is enzyme alone, no compound | P14618 | 260,000 tested, 0.34% active | AID 1631; also: potency is read from the fitted curve at half-maximal effect; % is scaled to controls: 0 for no effect and ±100 for the full control effect; nearly all actives have a fitted effect of over 55% in size
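Purified hPK-M2 (>95%) run at intermediate activity with 0.1 mM ADP and 0.5 mM PEP in 50 mM imidazole pH 7.2, KCl, MgCl2; 1 h room temperature. ATP formed read by Kinase-Glo luminescence; normalized to uninhibited and no-enzyme controls.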
FBPA coupling cs: coupling enzyme interference in Giardia aldolase counter-screen | 290,000 tested, 0.67% active | activity change, negative = inhibition, % at 58.2 µM, hits read low | coupling enzyme system counterscreen, AmpLite Red fluorescence; in the data active = activity change below about -30%; also: % is scaled to controls: 0 for no effect and ±100 for the full control effect
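Counterscreen lacking aldolase: glyceraldehyde-3-phosphate coupling-enzyme reagent preincubated 10 min at RT with compound (at 57.5 uM final), then substrate/coupling system with AmpLite Red added; fluorescence read at 525/598 nm after 20 min RT.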
Menin-MLL TR inh: inhibitors of human menin-MLL interaction, mutant MLL peptide. 270,000 tested, 0.23% active. O00255. Menin + Texas Red MLL mutant peptide, fluorescence polarization. Potency, µM (titrated, usually from 61.6 µM), without a hit: top-dose FP activity change, negative = inhibition, actives largely listed as inhibitors. AID 1768; active = well fitted inhibition curve with a large enough effect in the polarisation, with a control signal flat, not every such curve was filed as active; inconclusive = small, poorly fitted or top-dose-only effect, or effect the other way, or a change in a side signal; inactive = no such curve, though single readings can be large or run the other way; the % refers to the polarisation; also: potency is read from the fitted curve at half-maximal effect; % of control where 0% means no effect; many of its hits are not listed in these tables
MLL CXXC-DNA inh: inhibitors of human MLL CXXC domain-DNA interaction | Q03164 | MLL-CXXC / FITC-HOXA9 DNA fluorescence polarization | Potency, µM (doses to about 115 µM), inactives show at the top dose activity change, negative = inhibition, usual class: inhibitors | 290,000 tested, 0.037% active | AID 2662; active = well fitted inhibition curve with a large enough effect in the polarisation, with a control signal flat, not every such curve was filed as active; inconclusive = small, poorly fitted or top-dose-only effect, or effect the other way, or a change in a side signal; inactive = no such curve, though single readings can be large or run the other way; the % refers to the polarisation; also: potency is read from the fitted curve at half-maximal effect
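Fluorescence polarization: 7 uM MLL-CXXC (stock) preincubated 5 min with compounds, then 50 nM fluorescein-HOX-A9 DNA (stock) added; 30 min ambient. Buffer 50 mM Tris-HCl pH 7.5, 50 mM NaCl, 1 mM DTT, 0.05% BSA.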
* marks the source's active call; other numbers are inactive results; ? = inconclusive; · = not tested or not shown; [ ] = dose if it differs, or a comment. Unless noted, calls follow the shape of the dose curve; as a rule, active = well fitted curve in the direction sought with a large enough effect; inconclusive = small, poorly fitted or top-dose-only effect, or another doubt; inactive = no such curve, though single readings can be large; an effect the other way counts as inactive or inconclusive. A portion of the library; count on the stated rates, not on these rows.

SMILES | Giardia killer | KCNH2 3.1 block | GALK inhibitor | hERG WT inh | TRPV1 ag | USP2a block | B2AR arrestin | PKM2 act | FBPA coupling cs | Menin-MLL TR inh | MLL CXXC-DNA inh
CCc1ccc(OCC(=O)NNC(=O)CNC(=O)c2ccc(Br)o2)cc1 | -13 | -6 | · | 1 | 0 | -1% | 0.0% | · | · | · | ·
Cc1ccc(-c2nc(SCC(=O)Nc3ccccc3OC(F)F)c3c(C)c(C(=O)O)sc3n2)cc1 | · | · | -1% | · | 3 | 1% | 0.0% | ? | -2 | · | -14%
COC(=O)C(CC(=O)c1ccc(C)cc1)n1nc(C)cc1C (stereo unspecified) | -11 | 8 | -5% | -26 | 1 | -1% | 0.4% | 4%[11.5 µM] | 6 | -10% | 7%
CCN(c1ccccc1C)S(=O)(=O)c1cc2c3c(c1)CCN3C(=O)CC2 | 13 | 12 | · | -1 | -1 | -1% | 0.3% | · | · | · | ·
Cc1ccc(S(=O)(=O)N2CCCC2CNC(=O)c2ccc(F)c(F)c2)cc1 (stereo unspecified) | -7 | 12 | · | -1 | 5 | -2% | -0.1% | · | · | · | ·
O=C(C1=C[C@H](C2CCCCC2)C[C@H](OCCCCO)O1)N1CCN(Cc2ccc3c(c2)OCO3)CC1 | 16 | · | 0% | · | 23 | 2% | 0.4% | 4% | -2 | ? | -20%
O=C(N/N=C/c1ccc(F)cc1)c1ccc(-n2cnnn2)cc1 | -1 | -4 | · | 1 | ? | 2% | 0.8% | · | · | · | ·
CCOC(=O)N1CCN(C(=O)c2ccc3c(c2)ncn3C2CCCC2)CC1 | 4 | -9 | 1% | 5 | -1 | 0% | -0.9% | 3% | -1 | ? | -13%
COc1cc(/C=N/NC(=O)C2CCN(CC(O)COCc3ccccc3)CC2)ccc1O (stereo unspecified) | 19 | -99* | 7% | -128* | 1 | 4% | 0.1% | 1% | 0 | -14% | 2%
CCOC(=O)CSc1nnc([C@@H](NC(=O)OC(C)(C)C)C(C)C)o1 | -3 | -2 | -4% | -4 | 5 | 3% | -0.2% | 1% | 4 | 10% | 0%

In a second layout: four of the compounds above
Structure	Giardia killer	KCNH2 3.1 block	GALK inhibitor	hERG WT inh	TRPV1 ag	USP2a block	B2AR arrestin	PKM2 act	FBPA coupling cs	Menin-MLL TR inh	MLL CXXC-DNA inh
COC(=O)C(CC(=O)c1ccc(C)cc1)n1nc(C)cc1C (stereo unspecified)	-11	8	-5%	-26	1	-1%	0.4%	4%[11.5 µM]	6	-10%	7%
CCN(c1ccccc1C)S(=O)(=O)c1cc2c3c(c1)CCN3C(=O)CC2	13	12	·	-1	-1	-1%	0.3%	·	·	·	·
Cc1ccc(S(=O)(=O)N2CCCC2CNC(=O)c2ccc(F)c(F)c2)cc1 (stereo unspecified)	-7	12	·	-1	5	-2%	-0.1%	·	·	·	·
O=C(C1=C[C@H](C2CCCCC2)C[C@H](OCCCCO)O1)N1CCN(Cc2ccc3c(c2)OCO3)CC1	16	·	0%	·	23	2%	0.4%	4%	-2	?	-20%

New compounds follow
SMILES | Giardia killer | KCNH2 3.1 block | GALK inhibitor | hERG WT inh | TRPV1 ag | USP2a block | B2AR arrestin | PKM2 act | FBPA coupling cs | Menin-MLL TR inh | MLL CXXC-DNA inh
Cc1ccccc1C=O | -11 | 0 | · | -5 | 1 | 0% | 6.4% | · | · | · | ·
COc1cccc(N(C(=O)CS(=O)CC(=O)Nc2ccc(F)cc2)C(C(=O)NC2CCCCC2)c2cccs2)c1 (stereo unspecified) | -3 | -13 | -2% | -2 | 1 | 12% | -0.4% | -18% | 1 | -11% | 5%
COc1cc2c(cc1OC)CN(Cc1ccccc1)CC2 | -3 | -10 | 1% | -12 | 2 | -1% | -0.7% | 2% | 1 | -12% | 0%
Cc1ccc(C(=O)OCC(=O)N(Cc2ccccc2)C(C)C)cc1C | 9 | -7 | · | ? | · | 4% | -0.2% | · | · | · | ·
O=C(Nc1cccc(Cl)c1)OCc1ccccn1 | -17 | 6 | -2% | -3 | 24 | -3% | -0.2% | -2% | -1 | -9% | 5%
CCOc1ccc(S(=O)(=O)N2CCN(c3ccccn3)CC2)cc1 | -8 | 3 | -5% | 6 | ? | 1% | 0.3% | 18% | 2 | ? | 12%
Cc1ccc2c(c1)c1c(n2CC(O)CNC2CCCCC2)CCCC1 (stereo unspecified) | 29 | -20 | 1% | 25 | 7 | -1% | -0.1% | 6% | -5 | ? | 37%[activator]
CCOc1ccc(CN(C)C(C)C(=O)NCCc2ccc(F)cc2)cc1 (stereo unspecified) | 11 | ? | 8% | 34 | 18 | 1% | 0.0% | 3% | -1 | -23% | 40%[activator]
CC(C)(C)c1ccc(C(=O)CSc2nc3ccccc3c(=O)[nH]2)cc1 | 6 | -1 | -3% | -30 | -4 | 8% | 0.2% | -2% | 3 | ? | 13%
CCc1c(C(=O)NCCc2cccc(C)c2)[nH]c(C)c1C(C)=O | -9 | -14 | · | 0 | ? | 3% | 0.3% | · | -2 | -10% | 5%
COC(=O)[C@H](CC(C)C)NC(=O)N1CCCCC1 | -8 | -126* | 4% | 0 | -1 | -1% | -1.0% | -5% | 1 | · | -12%
CCOC(=O)C1CCN(c2c(NCCCN(CC)c3ccccc3)c(=O)c2=O)CC1 | 4 | 7 | 2% | -16 | 3 | -1% | 0.2% | -8% | 0 | 5% | 0%
Cc1ccc(C)c(N2CCN(C(=O)Cc3c(C(=O)O)[nH]c4ccc(Cl)cc34)CC2)c1 | -10 | 9 | 8% | -4 | 1 | 4% | -0.8% | -3% | 7 | · | 22%
O=C(COc1ccccc1[N+](=O)[O-])N/N=C/c1ccc(OC(=O)c2ccco2)cc1 | -21 | -2 | 0% | -6 | 2 | -1% | -0.5% | -9% | -3 | ? | 89%[activator]
COc1cc2c(=O)n(Cc3ccccc3)c(=O)n(CC(=O)NCCc3ccccc3)c2cc1OC | 5 | 3 | 0% | 1 | 0 | -2% | -0.2% | 1% | 6 | · | 10%
O=C(Cc1ccc(O)cc1)N/N=C/c1cccnc1 | 2 | 16 | -4% | -6 | 14 | -1% | 0.2% | -2% | · | · | 14%
Cc1ccc(S(=O)(=O)Nc2ccc(OCC(=O)N3CCOCC3)cc2)c(C)c1NS(C)(=O)=O | 15 | -6 | 0% | 3 | 3 | 0% | -0.5% | -6% | 4 | ? | -6%
CCN(CC(=O)Nc1cccc(S(=O)(=O)N(C)c2ccccc2)c1)Cc1cccs1 | -18 | -6 | · | -7 | ? | 2% | -0.9% | · | · | · | ·
O=C(NCc1ccco1)C1CCCN1C(=O)Nc1ccccc1 (stereo unspecified) | 11 | -10 | -3% | 4 | 2 | 1% | -0.1% | 7% | -2 | 10% | -2%
COc1ccccc1N1C(=O)c2ccccc2NC1C(OC)OC (stereo unspecified) | -1 | -7 | 0% | -6 | 2 | -2% | -0.3% | -13% | 1 | -17% | 1%
C[C@H]1CN([C@@H](C)CO)C(=O)Cc2cc(NC(=O)C3CC3)ccc2O[C@H]1CN(C)Cc1ccc(Oc2ccccc2)cc1 | 12 | -4 | · | -5 | · | -1% | 7.0% | · | · | · | ·
Cc1ccc(OCC(=O)N2CCN(c3nnc(-c4ccc(C)cc4)c4ccccc34)CC2)cc1 | 4 | -9 | 0% | 3 | ? | 1% | 0.4% | 4% | 0 | ? | -20%
O=C(NC(=S)Nc1ccc2oc(-c3cccnc3)nc2c1)c1cccc(Cl)c1 | ? | -10 | 2% | 7 | 7 | 1% | 0.8% | 1% | 2 | ? | 0%
COc1ccc(NC(=O)C2CCCN(c3ncccn3)C2)cc1 (stereo unspecified) | -11 | 8 | 1% | 3 | 28 | 2% | 0.0% | · | 1 | 3% | 2%
O=C(O)CCN1C(=O)S/C(=C\c2cccnc2)C1=O | -5 | 11 | -1% | -14 | 2 | 2% | 0.2% | 14% | 3 | · | 0%
O=C(N[C@H]1C/C=C\C[C@H](CC(=O)N(CCO)Cc2ccccc2)C(=O)N[C@@H](c2ccccc2)COC1=O)OCC1c2ccccc2-c2ccccc21 | -4 | 1 | · | 5 | · | -7% | 0.1% | · | · | · | ·
Cc1nc(-c2cccs2)sc1C(=O)O | -17 | 9 | -1% | -96* | 1 | 4% | -0.9% | 1% | 8 | · | -14%
O=C(CNc1cc(S(=O)(=O)N2CCOCC2)ccc1NCC1CCCO1)Nc1cccc(F)c1 (stereo unspecified) | 0 | -24 | 2% | -1 | 20 | -6% | -0.4% | -6% | · | · | -11%

Screening results: PubChem, National Center for Advancing Translational Sciences (NCATS)
